TNAP inh hiacc = human TNAP enzyme inhibitors, primary screen, biochemical, luminescent, high phosphate acceptor level, uHTS; Alkaline phosphatase, tissue-nonspecific isozyme (Homo sapiens), P05186; purified TNAP, CDP-star luminescence, 1 M DEA; inhibition, % at 20 µM; 0.03% of 200,000 active;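 active = over 50% inhibition of tissue-nonspecific alkaline phosphatase at 20 µM in the single-dose screen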;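 also: plate controls were DMSO wells for no effect and EDTA-quenched wells as full inhibition for full effect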
Target sequence (P05186 whole entry, looked up): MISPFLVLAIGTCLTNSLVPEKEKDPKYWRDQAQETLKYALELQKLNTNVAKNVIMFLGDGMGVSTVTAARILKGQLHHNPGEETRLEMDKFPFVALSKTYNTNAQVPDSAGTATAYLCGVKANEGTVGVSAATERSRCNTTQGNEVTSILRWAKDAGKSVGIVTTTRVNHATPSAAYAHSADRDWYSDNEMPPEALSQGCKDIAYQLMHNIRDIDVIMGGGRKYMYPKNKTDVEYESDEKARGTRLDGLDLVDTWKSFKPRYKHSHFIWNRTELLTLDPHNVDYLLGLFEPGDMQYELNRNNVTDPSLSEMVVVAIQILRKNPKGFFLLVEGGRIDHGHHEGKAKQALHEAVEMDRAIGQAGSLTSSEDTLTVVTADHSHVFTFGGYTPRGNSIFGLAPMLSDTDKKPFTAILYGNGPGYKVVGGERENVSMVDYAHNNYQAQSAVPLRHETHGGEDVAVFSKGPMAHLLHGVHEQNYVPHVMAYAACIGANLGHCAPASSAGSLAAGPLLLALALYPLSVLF
TNAP inh no acc = human TNAP enzyme inhibitors, primary screen, biochemical, luminescent, no phosphate acceptor, uHTS. Alkaline phosphatase, tissue-nonspecific isozyme (Homo sapiens), P05186. purified TNAP, CDP-star luminescence, 30 min. inhibition, % at 20 µM. 0.26% of 200,000 active. AID 1012, 2008;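 active = tissue-nonspecific alkaline phosphatase inhibition above about 50% at 20 µM in the single-dose screen, limit read from the data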;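 also: 0% = DMSO negative control and 100% = EDTA positive control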
TNAP act hi DEA = TNAP activators at high phosphate acceptor level, primary screen, biochemical, luminescence, uHTS | Alkaline phosphatase, tissue-nonspecific isozyme (Homo sapiens), P05186 | 200,000 tested, under 10 active | activation factor at 20 µM | purified TNAP, CDP-star luminescence, 1 M DEA, 30 min; active compounds read high; 0 = EDTA background, 1 = DMSO-only activity;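 active = activation factor at least 2 at 20 µM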
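Measured by: Luminescent substrate turnover signal | Test system: Human TNAP | Input: TNAP 1/800 final | Dosing: 20 µM single point | Schedule: 30 min, room temperature | Controls: EDTA wells as negative control, DMSO wells as positive control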
bIAP act = bovine intestinal alkaline phosphatase activators, primary screen, biochemical, bovine IAP, CDP-star luminescence; activation factor at 20 µM; purified bovine IAP, 30 min; active compounds read high; fold of DMSO-control signal, blank-subtracted; 0.17% of 200,000 active; alkaline phosphatase, intestinal [Bos taurus]; AID 1016, 2008;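 active = activation factor of 2 or more at 20 µM, a signal rise over negative controls twice the positive control's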
bIAP inhibitor = bovine intestinal alkaline phosphatase inhibitors, primary screen, selectivity assay for TNAP inhibitor project, biochemical, bovine IAP, CDP-star luminescence; purified bovine IAP, 30 min; inhibition, % at 20 µM; 190,000 tested, under 10 active; AID 1019, 2008;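 active = over 50% inhibition of intestinal alkaline phosphatase at 20 µM in the single-dose screen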
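Assay system: bovine IAP enzyme; medium: DEA buffer 100 mM, pH 9.8, with MgCl2 1.0 mM, ZnCl2 0.02 mM; doses: 20 µM single dose; incubation: enzyme reaction for 30 min at room temperature; detection: CDP-star luminescence signal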
PPARg SRC-3 ag = PPARgamma agonists recruiting SRC-3 coactivator, primary screen, biochemical; Peroxisome proliferator-activated receptor gamma (Homo sapiens), P37231; biochemical PPARgamma/SRC-3 coactivator recruitment assay; activation, % at 8 µM; 0.26% of 200,000 active; AID 731, 2007; in the data active = activation above about 23%;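 also: 0% = DMSO and 100% = reference agonist; some compounds past the cut are filed as inactive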
Target sequence (P37231 whole entry, looked up): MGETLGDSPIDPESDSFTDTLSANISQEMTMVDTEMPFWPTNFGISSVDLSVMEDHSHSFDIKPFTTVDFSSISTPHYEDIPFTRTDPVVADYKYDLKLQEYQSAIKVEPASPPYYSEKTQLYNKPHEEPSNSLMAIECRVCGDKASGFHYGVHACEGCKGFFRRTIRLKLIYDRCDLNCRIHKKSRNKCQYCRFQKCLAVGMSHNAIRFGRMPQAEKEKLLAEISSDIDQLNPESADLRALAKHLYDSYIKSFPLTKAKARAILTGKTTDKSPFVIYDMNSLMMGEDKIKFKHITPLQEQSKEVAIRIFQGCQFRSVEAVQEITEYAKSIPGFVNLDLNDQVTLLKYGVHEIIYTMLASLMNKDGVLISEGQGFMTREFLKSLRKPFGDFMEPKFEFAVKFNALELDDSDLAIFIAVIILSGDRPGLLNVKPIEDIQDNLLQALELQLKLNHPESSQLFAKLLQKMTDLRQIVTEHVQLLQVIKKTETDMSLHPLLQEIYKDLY
PPARg SRC-1 ag = PPARgamma agonists recruiting SRC-1 coactivator, primary screen, biochemical | Peroxisome proliferator-activated receptor gamma (Homo sapiens), P37231 | PPARgamma-SRC-1 coactivator recruitment biochemical assay | activation, % at 8 µM | 0.41% of 200,000 active; in the data active = activation above about 19%;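 also: 0% = DMSO and 100% = reference agonist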
SRC2 TRFRET art = TR-FRET signal artefacts, primary screen, artefact control for PPARgamma SRC-2 agonist project, biochemical | TR-FRET ratio at 8 µM | AID 1049, 2008 | 0.4% of 200,000 active | TR-FRET artefact counter-screen; active compounds read high; in the data active = TR-FRET ratio above about 2000; also: inactives centre near 1500
Efa HMGR inh = inhibitors of E. faecalis class II HMGR, primary screen, biochemical, Enterococcus faecalis | HMG-CoA reductase (Enterococcus faecalis, mvaE) | purified E. faecalis HMGR, NADPH absorbance 340 nm kinetic | inhibition, % at 10 µM | 0.41% of 190,000 active;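 active = inhibition above a set limit, the median over all tested compounds plus 3 SD, cut at about 9.5% in these data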;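 also: enzyme runs in reverse so mevalonate oxidation gives rising NADPH absorbance; 0% = complete reaction with DMSO and 100% = background rate lacking mevalonate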
PPARg SRC2 recr = agonists of PPARg-SRC-2 recruitment, primary screen, biochemical, HTS | activation, % at 8 µM | PPARgamma LBD-SRC-2 recruitment | Peroxisome proliferator-activated receptor gamma (Homo sapiens), P37231 | 0.34% of 200,000 active; in the data active = activation above about 22%;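 also: 0% = vehicle and 100% = reference agonist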
* marks the source's active call; other numbers are inactive results; / = not tested or not shown.

SMILES	TNAP inh hiacc	TNAP inh no acc	TNAP act hi DEA	bIAP act	bIAP inhibitor	PPARg SRC-3 ag	PPARg SRC-1 ag	SRC2 TRFRET art	Efa HMGR inh	PPARg SRC2 recr
Cc1ccc(N2C(=O)c3cccc4cccc(c34)C2=O)cc1	-3.6	-3.7	1	0.9	5.2	5.0	-5.3	1615	-3.6	6.9
CC(C)CC(c1nnnn1C1CCCC1)N1CCC(C(N)=O)CC1 (stereo not given)	-2.3	-3.1	1	1	-2.4	3.4	11.5	1594	0.7	-0.6
COC(=O)c1ccc(C(NC(=O)OCc2ccccc2)/C(F)=C/[C@@H](C)C(=O)NCc2ccc(OC)c(OC)c2)cc1 (stereo not given in full)	-1.8	-10.6	1	0.9	14.5	5.7	6.5	1453	5.1	-5.0
CN(C)/C=C/C(=O)c1ccncc1	-4.6	-7.8	1	0.9	5.9	3.8	-0.9	1557	-3.1	5.5
Cc1ccccc1Cn1nc(C)c(NC(=O)c2cc3nc(-c4ccco4)cc(C(F)(F)F)n3n2)c1C	-4.7	-15.1	1	1	1.4	-7.5	9.7	1603	-1.6	2.0
O=C(Nc1nc(-c2cccnc2)cs1)c1cccc([N+](=O)[O-])c1	1.7	-3.8	1	1	-0.5	0.4	7.4	1599	-0.2	2.1
CC(C)Oc1ccc(Cn2c(=O)sc3ccccc32)cc1	-3.0	-10.8	1	0.8	18.1	-6.8	-3.7	1513	1.7	-6.0
CC(C)N1CCN(c2ccncc2S(=O)(=O)N2CCOCC2)CC1	-4.8	-14.0	1	0.9	6.6	-10.0	-2.8	1350	0.3	-2.5
Cc1nc2sc3c(c2c(=O)n1N)CCC3	0.6	4.7	1	1	2.5	-1.9	2.6	1648	-3.6	2.8
CNC(=O)c1cc2ncc(C(F)(F)F)cc2s1	-3.9	-7.6	1	1	-2.5	-1.3	0.8	1590	-0.7	-3.2
CC12CCCCC1N(O)C(=O)C(=O)N2O (stereo not given)	1.1	-7.7	1	1.1	-6.9	-2.1	8.2	1471	-7.9	1.7
COc1cc(OC)c(OC)cc1C=NCC1(c2ccccc2)CCCC1	-0.9	-3.7	1	0.9	7.6	1.5	-3.5	1317	-0.3	-3.3
COCCCNc1nc2ccccc2nc1NS(=O)(=O)c1ccccc1	-4.2	-12.9	1	1	0.7	4.9	2.3	1434	-4.3	4.5
CCC(OC(C)=O)c1cc2c(cc1[N+](=O)[O-])OCCO2 (stereo not given)	-6.1	-9.8	1.1	0.9	10.9	1.0	-8.6	1426	-6.4	-0.2
CN(C)S(=O)(=O)c1ccc(C(=O)Nc2ccccc2OC(F)(F)C(F)F)cc1	-1.8	-11.8	1	0.8	18.9	4.8	8.0	1650	0.5	4.3
NCCOc1ccccc1OCCN	-4.2	-12.7	1	1.1	-12.1	1.2	9.7	1663	-1.9	0.0
COC(=O)c1cn(C(=O)c2ccc(C)c(C)c2)c2ccccc12	1.3	-14.7	1	1.1	-11.1	-2.1	0.6	1550	5.4	0.8
COC(=O)C(Cc1ccccc1)NC(=O)c1cc(=O)[nH]c2ccccc12 (stereo not given)	-3.7	-15.4	1	0.9	11.7	5.9	2.6	1405	-1.2	-2.9
O=C(c1cc(S(=O)(=O)N2CCCCC2)ccc1F)N1CCCCC1	-6.3	-8.3	1.1	1	-2.7	-3.8	1.5	1709	-3.1	-2.1
CCCn1c(=N)n(CC(O)c2ccco2)c2ccccc21 (stereo not given)	0.2	-12.3	1	0.9	13.5	-3.9	-1.9	1443	-3.0	-10.1
COc1ccc(C(c2nnnn2C2CCCC2)N2CCN(c3ccccc3)CC2)cc1 (stereo not given)	-6.7	-9.6	1.1	0.9	7.9	1.0	1.6	1548	-0.2	-3.2
CCN(CC(N)=O)S(=O)(=O)c1ccc(F)cc1	-4.1	-10.8	1	1	3.0	3.3	1.9	1588	-0.8	-0.8
Cc1cccc(N2CCN(C(=O)CC(NC(=O)c3ccccc3Cl)c3ccccc3)CC2)c1C (stereo not given)	-22.8	-191.4	1.2	0.9	13.6	3.6	-0.5	1565	-2.5	1.4
CC1(C)CC(=O)C(CC2=C(O)CC(C)(C)CC2=O)=C(O)C1	-4.0	-8.5	1	0.9	7.0	-2.9	5.5	1396	0.2	-1.1
Cc1cc(C)c2c(n1)nn1c(C)c(CCC(=O)NCc3ccco3)c(C)nc21	4.3	-11.2	1	1.1	-8.6	4.4	3.8	1487	4.9	-3.1
N#Cc1c(C(F)(F)F)cc(-c2ccc(Cl)c(Cl)c2)nc1SCCN1CCOCC1	-6.0	-0.7	1.1	0.9	5.3	10.6	-1.9	1544	-3.5	2.7
CN(C)/C=C(\C(=O)c1ccc(Cl)cc1)c1nnnn1-c1ccc(Cl)cc1	/	/	/	/	/	0.6	4.2	1615	-1.2	6.4
COC(=O)c1sc2nc3c(cc2c1N)C(=O)CC(C)(C)C3	-1.3	-2.8	1	0.9	10.6	8.5	5.7	1621	-2.0	7.5
CCSC(=O)CCCCCCCCCCCO	-0.7	7.9	1	1	-1.0	7.9	1.6	1656	-7.9	-0.7
Cc1csc(N(C)C(=O)CSc2nnc(COc3cccc4ccccc34)o2)n1	-4.6	-7.6	1	0.8	21.6	9.8	2.8	1643	-3.3	9.0
Cc1c(C(=S)NC(=O)C2CC2)c(=O)n(-c2ccccc2)n1C	3.0	-3.9	1	0.9	8.6	7.2	3.0	1695	1.0	11.5
Cc1cc(C(F)(F)F)nc(Nc2nc(C)c3ccccc3n2)n1	-3.9	-10.7	1	1	2.7	2.9	-1.1	1376	-1.5	-1.8
CCOc1ccccc1-n1c(COc2ccccc2)nnc1SCC(N)=O	-0.9	-5.6	1	1.1	-13.4	-1.7	-5.2	1443	-2.3	-1.0
COc1ccccc1CNC(=O)C/C(C)=N/NC(=O)COc1ccc(C)cc1Br	-6.5	-6.1	1.1	0.9	5.8	-1.0	1.1	1369	-0.2	-3.1
Cc1ccc(NC(=O)C2CCN(c3cnccn3)CC2)cc1C	-4.8	0.8	1	1.1	-11.6	-0.8	0.4	1469	-0.3	1.9
COc1cc(NS(C)(=O)=O)cc(OC)c1OC	-7.7	-6.6	1.1	1	0.0	-0.5	-1.0	1400	-1.1	7.3
COc1ccc(Nc2nc(N3CCN(C)CC3)nc3ccccc23)c(OC)c1	-4.3	-10.5	1	1.3	-25.5	0.2	3.6	1418	-2.3	10.2
CCOC(=O)N1CCC(c2cc(=O)n3[nH]c(C)c(-c4ccc(F)cc4)c3n2)CC1	3.2	-10.4	1	1	-2.3	8.3	-7.1	1413	-2.1	-5.4
CCCCOC(=O)n1c(SCC(=O)N(CC)CC)nc2ccccc21	-7.1	-12.2	1.1	0.9	6.8	4.6	9.6	1541	-6.7	5.3
O=C(CNS(=O)(=O)c1cccs1)Nc1ccc2c(c1)OCCO2	-0.9	-1.3	1	1.1	-7.1	0.0	2.4	1715	-1.0	5.2
CCC(C)(C)n1nnnc1C(c1ccccc1)N1CCc2ccccc2C1 (stereo not given)	-3.3	-7.2	1	0.9	11.8	8.9	3.2	1624	-6.0	1.4
CCN(CC)S(=O)(=O)c1ccc2oc(C(=O)NCc3ccc(C)cc3)c(C)c2c1	-4.8	-5.8	1	0.9	5.2	3.5	0.5	1523	-4.6	9.9
CSc1ccc(CN2C(=O)NC3(CCCCCC3)C2=O)cc1	-1.0	-9.5	1	0.9	6.5	1.4	4.2	1465	2.0	-13.0
Cc1ccc(Cc2ccc(C(=O)NNC(N)=S)o2)cc1	-1.4	-121.0	1	1.1	-13.6	0.3	-4.5	1208	1.5	-4.3
Cc1[nH]c2ccccc2c1/C=N/Nc1ccc([N+](=O)[O-])cc1	38.9	31.3	0.6	1.5	-49.9	5.5	8.3	1608	-2.1	5.3
C=CCN1N=C(/C=C/c2ccccc2)CCC1=O	2.6	-3.9	1	0.9	5.1	0.1	3.4	1584	-1.6	0.2

Grouped by structure: the entries above with fluorine
SMILES	TNAP inh hiacc	TNAP inh no acc	TNAP act hi DEA	bIAP act	bIAP inhibitor	PPARg SRC-3 ag	PPARg SRC-1 ag	SRC2 TRFRET art	Efa HMGR inh	PPARg SRC2 recr
COC(=O)c1ccc(C(NC(=O)OCc2ccccc2)/C(F)=C/[C@@H](C)C(=O)NCc2ccc(OC)c(OC)c2)cc1 (stereo not given in full)	-1.8	-10.6	1	0.9	14.5	5.7	6.5	1453	5.1	-5.0
Cc1ccccc1Cn1nc(C)c(NC(=O)c2cc3nc(-c4ccco4)cc(C(F)(F)F)n3n2)c1C	-4.7	-15.1	1	1	1.4	-7.5	9.7	1603	-1.6	2.0
CNC(=O)c1cc2ncc(C(F)(F)F)cc2s1	-3.9	-7.6	1	1	-2.5	-1.3	0.8	1590	-0.7	-3.2
CN(C)S(=O)(=O)c1ccc(C(=O)Nc2ccccc2OC(F)(F)C(F)F)cc1	-1.8	-11.8	1	0.8	18.9	4.8	8.0	1650	0.5	4.3
O=C(c1cc(S(=O)(=O)N2CCCCC2)ccc1F)N1CCCCC1	-6.3	-8.3	1.1	1	-2.7	-3.8	1.5	1709	-3.1	-2.1
CCN(CC(N)=O)S(=O)(=O)c1ccc(F)cc1	-4.1	-10.8	1	1	3.0	3.3	1.9	1588	-0.8	-0.8
N#Cc1c(C(F)(F)F)cc(-c2ccc(Cl)c(Cl)c2)nc1SCCN1CCOCC1	-6.0	-0.7	1.1	0.9	5.3	10.6	-1.9	1544	-3.5	2.7
Cc1cc(C(F)(F)F)nc(Nc2nc(C)c3ccccc3n2)n1	-3.9	-10.7	1	1	2.7	2.9	-1.1	1376	-1.5	-1.8
CCOC(=O)N1CCC(c2cc(=O)n3[nH]c(C)c(-c4ccc(F)cc4)c3n2)CC1	3.2	-10.4	1	1	-2.3	8.3	-7.1	1413	-2.1	-5.4

Source: PubChem
